Source: PubChem
PKA-R1A activ = PKA-R1A complex activation; PKA-R1A dissociation, Cy5-IP20 fluorescence polarization; scaled: DMSO 0%, 113 µM cGMP 100%; activation, % at 11.4 µM; AID 504707; hit rate 0.083% among 340,000;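 active = percent activation above the mean of all tested compounds plus 3 SD, cut at about 19% in these data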;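 also: higher means more PKAc released from R1A so a rise in polarization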
CDK5 inh = CDK5/p35 (human) kinase inhibition | Q00535+Q15078 | hit rate 0.01% among 330,000 | inhibition, % at 10 µM | AID 488839 | Recombinant CDK5/p35, ADP-Glo luminescence, 60 min;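 active = highest replicate inhibition of at least 50% and at least 75% of replicates reaching 50%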;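 also: plate controls were DMSO neutral control for no effect and GW8510 at 10 µM for full effect; many of its hits are not listed in these tables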
PKA-R2B act = activators of human PKA-R2B complex. P22694+P31323. PKA-R2B holoenzyme dissociation, Cy5-IP20 fluorescence polarization; R2B truncated from residue 108, S112A mutant; 0% DMSO only, 100% 113 µM cGMP. activation, % at 11.4 µM. hit rate 0.079% among 340,000. AID 504700;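 active = activation above a cutoff set at the mean over all compounds plus 3 SD, cut at about 18% in these data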;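 also: higher means more holoenzyme dissociation and a rise in polarization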
Target sequence (P31323 whole entry, looked up, other chains not shown, the tested form may be a part): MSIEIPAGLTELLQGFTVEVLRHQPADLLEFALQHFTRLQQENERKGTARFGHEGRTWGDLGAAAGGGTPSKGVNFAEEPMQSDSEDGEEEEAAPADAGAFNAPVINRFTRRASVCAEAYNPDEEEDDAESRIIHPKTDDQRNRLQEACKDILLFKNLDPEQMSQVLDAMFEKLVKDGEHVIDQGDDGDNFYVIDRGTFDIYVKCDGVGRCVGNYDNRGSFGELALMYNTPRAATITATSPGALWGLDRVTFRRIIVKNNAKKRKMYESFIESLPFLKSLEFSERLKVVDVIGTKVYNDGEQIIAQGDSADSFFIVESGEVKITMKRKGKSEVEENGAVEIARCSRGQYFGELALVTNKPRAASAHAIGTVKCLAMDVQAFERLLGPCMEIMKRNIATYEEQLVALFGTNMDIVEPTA
DAGLB inh = diacylglycerol lipase beta (human) inhibition. HEK293T DAGLB membrane lysate, EnzChek fluorogenic substrate. inhibition, % at 5.17 µM. hit rate 0.059% among 340,000. AID 504411; in the data active = inhibition above about 34%;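 also: 0% = enzyme with vehicle and 100% = wells lacking enzyme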
Target sequence (Q8NCG7 whole entry, looked up): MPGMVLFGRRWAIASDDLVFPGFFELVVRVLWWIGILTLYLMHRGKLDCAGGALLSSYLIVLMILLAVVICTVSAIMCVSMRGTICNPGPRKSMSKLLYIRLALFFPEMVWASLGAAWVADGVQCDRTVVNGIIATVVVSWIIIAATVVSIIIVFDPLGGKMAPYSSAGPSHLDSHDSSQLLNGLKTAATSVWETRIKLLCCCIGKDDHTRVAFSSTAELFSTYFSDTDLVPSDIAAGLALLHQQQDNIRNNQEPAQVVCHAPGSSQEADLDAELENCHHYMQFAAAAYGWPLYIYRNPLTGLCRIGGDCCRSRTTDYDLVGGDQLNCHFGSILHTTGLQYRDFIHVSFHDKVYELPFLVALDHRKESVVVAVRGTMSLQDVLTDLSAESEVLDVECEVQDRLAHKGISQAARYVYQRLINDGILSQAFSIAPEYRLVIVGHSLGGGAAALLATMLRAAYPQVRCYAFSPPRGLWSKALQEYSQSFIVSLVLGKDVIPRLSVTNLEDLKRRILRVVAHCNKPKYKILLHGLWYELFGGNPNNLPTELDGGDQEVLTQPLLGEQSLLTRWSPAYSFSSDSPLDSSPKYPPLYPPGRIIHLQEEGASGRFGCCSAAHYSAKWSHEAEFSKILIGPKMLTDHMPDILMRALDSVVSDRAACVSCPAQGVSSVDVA
HTR5A inv ag = counter-screen for OPRM1-OPRD1 inverse agonists: human HTR5A inverse agonism; P47898; HTR5A cell line, luminescence; inhibition, % at 9.3 µM; hit rate 0.083% among 340,000; in the data active = inhibition mostly above about 23%, no sharp cut-off; inactive = mostly below about 18%;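 also: 0% = cells with DMSO and 100% = no-cell wells with DMSO; some compounds called inactive have numbers as strong as hits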
AddAB inh = less growth of phage-infected E. coli with AddAB; E. coli expressing H. pylori AddAB, absorbance growth; inhibition, % at 11.9 µM; hit rate 0.29% among 330,000; in the data active = inhibition above about 12%;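 also: 0% = vehicle wells of infected cells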
Mot1-301 SUMO = SUMOylation pathway inhibition by Mot1-301 growth rescue; S. cerevisiae Mot1-301 growth rescue, ATP luminescence, 38.5C; percent above DMSO median, 100 means doubled; growth rescue, % at 18.8 µM; hit rate 1% among 320,000; AID 2716;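 active = every valid replicate shows activation above 250% relative to neutral control wells; inactive = the rest, any valid replicate at or below 250%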;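 also: OY570 slx delta 5 strain wells were the positive control but not used for scaling; some compounds called inactive have numbers as strong as hits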
Tat transport = blocks Tat-dependent protein export in E. coli; E. coli MC4100 TorA-mCherry Tat export, fluorescence; inhibition, % at 10 µM; hit rate 0.036% among 340,000;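 active = mean replicate inhibition at least 50% and at least half of replicates individually reaching 50%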;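 also: exported cargo escapes ClpAP degradation while cytoplasmic cargo is degraded and loses fluorescence; 0% = median of neutral control wells and 100% = median of NaSCN control wells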
HTR5A ag = HTR5A agonism, opioid heterodimer counter-screen; HTR5A agonist assay, luminescence, cell-based; activation, % at 9.3 µM; hit rate 0.61% among 340,000; in the data active = activation mostly above about 9.5%, no sharp cut-off; inactive = mostly below about 7.6%;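 also: 0% = cells with vehicle only and 100% = reference agonist; strong numbers were not always called active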
E coli growth = reduces bacterial viability in AddAB counter-screen; hit rate 0.27% among 330,000; inhibition, % at 11.9 µM; E. coli V3065 growth, OD600 absorbance, 18 h; AID 449728;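 active = inhibition above the campaign's mean inhibition across all tested compounds plus 3 SD, cut at about 9.9% in these data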;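 also: uninfected addAB+ strain grown without phage in ampicillin broth; 0% = DMSO wells and 100% = ciprofloxacin 0.95 µg/ml wells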
phage Ecoli inh = E. coli growth loss with phage present. growth absorbance. inhibition, % at 11.9 µM. hit rate 0.26% among 360,000. AID 651602; in the data active = inhibition above about 11%
Numbers without * were called inactive; x = no result given.

SMILES	PKA-R1A activ	CDK5 inh	PKA-R2B act	DAGLB inh	HTR5A inv ag	AddAB inh	Mot1-301 SUMO	Tat transport	HTR5A ag	E coli growth	phage Ecoli inh
Cc1nc(N2CCCCC2C)c2c(C)c(C(=O)Nc3ccccc3C(F)(F)F)sc2n1 (stereo not drawn)	-2	-1.4	3	-11	16	0.5	43	-2	6	-1.6	2.2
C=C(C)CC(c1ccccc1)N(C(C)=O)c1ccco1 (stereo not drawn)	4	0.7	4	-1	-10	3.2	x	0	3	0.9	-1.1
COc1cccc(C(=O)N(CN2CCCC2=O)c2ccccc2OC)c1	-1	-0.3	-12	2	-17	2.9	-6	0	5	1.9	0.8
CCC(=O)N1CCc2cc(Br)cc(S(=O)(=O)CCC(=O)NCCOC)c21	2	0.5	4	2	5	1.3	20	-1	1	-1.6	3.2
CC1=C(C(=O)OCc2ccccc2)C(c2cccs2)NC(=O)N1CCCC(=O)O (stereo not drawn)	-4	0.4	-4	-1	-21	1.9	5	-9	5	0.8	0.2
CN(C)CCN(Cc1ccco1)C(=O)c1cc2c(Cl)nc3ccccc3c2s1	7	1.7	6	-2	-6	1.8	4	4	-1	-2.4	2.5
CC(C)COc1ccc(C(=O)Nc2ccccc2[N+](=O)[O-])cc1	-2	0.7	-10	-10	-20	3.2	70	9	8	-0.9	4.2
Cc1ccc(NC(=O)C(C)Sc2nnc(C3CC3)n2C2CC2)cc1S(=O)(=O)N1CCOCC1 (stereo not drawn)	2	-0.3	1	-1	31	-0.3	-14	-13	3	0.0	3.6
Cc1ccc(C)c(S(=O)(=O)N2CC(=O)N(CCc3ccccc3)C(=O)C2)c1	3	-0.8	-6	-6	1	6.0	299	4	1	3.5	4.2
CC(=O)NCCSC(=O)c1ccc(F)cc1	-9	0.6	-6	-2	15	2.9	62	3	2	-1.9	0.9
CCCC(CCC)C(=O)Nc1ccncc1	2	-0.7	0	1	-3	2.3	x	3	5	-0.4	0.3
CC(C)C(=O)Nc1ccc(S(=O)(=O)N2CCC(c3nc4ccccc4[nH]3)CC2)cc1	2	0.3	0	0	11	4.5	3	-1	-2	2.6	6.5
COc1ccc(C2CC(c3cccs3)=NN2C(=O)CSC2=NCCS2)cc1 (stereo not drawn)	4	-0.7	5	-1	8	2.8	11	3	-3	-2.3	-0.1
O=C(N[C@H]1C/C=C\C[C@H](CC(=O)N(CCO)Cc2ccccc2)C(=O)NC[C@H](c2ccccc2)OC1=O)OCC1c2ccccc2-c2ccccc21	1	-1.4	1	0	14	0.6	8	-6	1	-0.3	x
C=CCC[C@H](Cc1ccc(F)cc1)C(=O)OC[C@@H](C)NC(=O)[C@H](CC=C)CC(=O)N(CCO)Cc1ccccc1	-5	-1.1	-1	1	1	0.0	0	13	0	-3.4	0.6
Cc1cc(C(=O)CCC(=O)Nc2ncccc2C)c(C)s1	-10	-0.4	-12	2	-22	0.5	-12	-3	8	-0.1	3.5
CCCCCC(=O)Nc1ccc(N2CCN(CC)CC2)c(Cl)c1	-10	-1.9	-2	-2	13	0.9	-13	-5	3	-1.5	1.6
COc1ccccc1CNS(=O)(=O)CCNC(=O)c1ccccc1	4	1.2	-11	-7	7	4.2	-1	-3	-2	1.6	4.6
O=C(Cc1ccccc1)NCC(=O)Nc1ccc(OC(F)(F)F)cc1	-1	-1.6	-10	0	10	-0.1	7	10	-1	0.4	1.1
CCN1CCN(S(=O)(=O)c2ccc(Cl)c(C(=O)Oc3ccc(CC(=O)OC)cc3)c2)CC1	-1	1.2	-1	0	-26	x	x	1	9	x	-0.5
O=C(NCCc1ccccc1)C1CC(=O)N(C2CCCCC2)C1 (stereo not drawn)	-1	-0.7	-2	-2	-11	3.2	-8	-1	4	0.8	-0.6
O=C1/C(=C/c2ccc(O)cc2)COc2ccccc21	-7	9.5	0	1	-8	2.5	-51	-5	3	-0.8	3.8
CCn1nnc(-c2ccccc2NC(=O)c2cnccn2)n1	5	1.2	1	-5	-11	2.6	407*	4	3	0.4	-0.7
O=C(COC(=O)c1ccc(O)cc1)NCC1CCCO1 (stereo not drawn)	-3	1.3	18	2	0	2.5	65	2	0	-0.3	4.3
CCOc1ccc2nc(N3CCCC(C(=O)NCCCN4CCCCC4)C3)sc2c1 (stereo not drawn)	3	-0.2	-7	-1	-11	2.4	11	7	1	-1.2	1.4
CCn1c(/C=N/NC(=O)c2ccc(OC)cc2)nc2ccccc21	-2	1.7	11	-2	-13	3.2	22	-10	2	-7.9	-2.9
CCCNC(=O)N1CCN(C(=O)NCCC)CC1	2	-1.5	-5	1	-25	1.0	-8	-1	-1	-0.6	3.0
CCc1[nH]nc(C(=O)N/N=C/c2ccncc2)c1C	-9	0.1	-3	-3	-6	-0.3	-11	-1	7	-2.6	0.4
O=C(O)CCN1CCN(S(=O)(=O)c2ccc3ccccc3c2)CC1	0	-0.8	-5	-1	9	2.0	-20	2	-3	-1.0	0.6
O=C(Cn1sc2ccccc2c1=O)NC12CC3CC(CC(C3)C1)C2	-2	3.0	-5	-1	25	4.0	387*	6	-12	-0.4	x
O=C(c1cccc(-n2cnnn2)c1)N1CCOCC1	3	-0.4	-12	-1	7	-0.7	-7	-5	2	-0.4	1.2
CCNc1nc(OC)nc(SCC(=O)Nc2ccccc2)n1	0	-0.7	0	-1	-32	0.4	32	-4	2	1.8	-2.9
Cc1cc(N2CCC(C(=O)NC3CC3)CC2)nc(-c2ccccc2)n1	3	0.5	-10	-1	5	-1.2	401	-1	2	-0.9	1.7
CC(=O)C1=C(O)C(=O)N(c2ccc(O)cc2)C1c1ccc(Cl)cc1 (stereo not drawn)	-8	-0.9	-8	0	-5	0.4	-2	-4	1	1.2	1.6
Fc1cnc(N2CCN(c3ccccc3)CC2)nc1N1CCN(c2ccccc2)CC1	-4	0.4	4	-4	6	2.8	12	-6	-2	-0.4	2.3
Cc1ccc(-c2cc(C(=O)NCc3cn(C)nc3C)c3cc(Br)ccc3n2)cc1	-3	0.1	-8	-2	7	3.1	-2	14	-2	-2.1	1.7
CC1CCN(C(=O)COC(=O)c2cccc(S(=O)(=O)N(C)c3ccccc3)c2)CC1	-1	1.3	-2	-4	-4	0.7	1	4	6	1.1	3.8
CC(C)C(=O)Nc1cccc(-c2nc3ccccc3o2)c1	-2	-0.3	6	-3	-32	1.9	19	4	-5	2.4	3.1
CC(=O)c1cccc(NC(=O)CSc2ccc(-c3cccnc3)nn2)c1	4	0.0	1	1	8	x	x	1	-2	x	2.1
Cn1c(=O)c2[nH]c(-c3ccccc3)c(O)c2n(C)c1=O	-11	1.9	-3	-4	-23	-2.4	-10	-9	9	1.9	1.6
CCN(CC)CCNC(=S)Nc1ccc2nc(N3CCCC3)cc(C)c2c1	-15	1.5	0	1	4	0.7	-29	-9	-4	-2.4	2.7
CCCS(=O)(=O)N1CCC(C(=O)NCCc2ccc(OC)c(OC)c2)CC1	-5	0.3	9	-1	16	0.0	-15	2	-6	0.5	-0.1
O=C(Nc1ccc(F)cc1F)c1noc2c1CCC2	-1	0.6	-7	-3	4	0.1	16	-3	-1	0.1	x
COc1ccc(C(=O)NC(=S)N2CCC(C)CC2)cc1	-2	1.4	-11	-1	-1	-0.3	6	-5	1	1.8	-1.6
CCOc1ccc(C(=O)Nc2nnc(C(C)C)s2)cc1OCC	-5	-0.4	-1	0	14	2.4	-7	1	0	-0.6	3.8
CCOc1ccc(S(=O)(=O)NCc2cccnc2)cc1C(C)C	1	0.3	7	0	12	3.1	22	-9	-3	0.9	-0.6
Cc1cccc(N(C(=O)c2sc(C)nc2C)C(C(=O)NCc2ccco2)c2ccccc2)c1 (stereo not drawn)	4	0.3	-6	0	-20	0.9	12	4	7	1.2	2.0
O=c1[nH]c(Cc2ccccn2)nc2scc(-c3ccc(Cl)cc3)c12	-3	-5.7	-9	11	8	-1.6	-10	3	-4	-2.0	3.1

Two of these compounds in a different format:
mol: CC1CCN(C(=O)COC(=O)c2cccc(S(=O)(=O)N(C)c3ccccc3)c2)CC1
- PKA-R1A activ: -1
- CDK5 inh: 1.3
- PKA-R2B act: -2
- DAGLB inh: -4
- HTR5A inv ag: -4
- AddAB inh: 0.7
- Mot1-301 SUMO: 1
- Tat transport: 4
- HTR5A ag: 6
- E coli growth: 1.1
- phage Ecoli inh: 3.8

mol: CC(=O)c1cccc(NC(=O)CSc2ccc(-c3cccnc3)nn2)c1
- PKA-R1A activ: 4
- CDK5 inh: 0.0
- PKA-R2B act: 1
- DAGLB inh: 1
- HTR5A inv ag: 8
- AddAB inh: x
- Mot1-301 SUMO: x
- Tat transport: 1
- HTR5A ag: -2
- E coli growth: x
- phage Ecoli inh: 2.1

More structures.
SMILES	PKA-R1A activ	CDK5 inh	PKA-R2B act	DAGLB inh	HTR5A inv ag	AddAB inh	Mot1-301 SUMO	Tat transport	HTR5A ag	E coli growth	phage Ecoli inh
CCC(C(=O)NCCCN1CCCCCC1)n1nc(C)c2sc3ccccc3c2c1=O (stereo not drawn)	-6	-3.2	-3	1	-12	-0.6	-7	-5	2	-0.8	2.0
O=C1CSC(c2cccnc2)N1Cc1cccnc1 (stereo not drawn)	-3	-0.1	4	-4	-10	2.8	10	8	2	0.0	1.2
CCOC(=O)C1CCN(C(=O)CCc2ccccc2)CC1	-4	-3.7	6	-3	-26	1.7	0	0	6	0.6	1.9
CCOC(=O)c1sc2ccc(S(=O)(=O)N3CCCCC3)cc2c1N	4	-0.3	4	-1	-52	-0.6	-17	0	8	1.4	2.0
CCN(CC(=O)Nc1ccc(Br)cc1F)CC(=O)NC1CCS(=O)(=O)C1 (stereo not drawn)	-4	-0.1	-3	-3	-9	2.2	59	4	0	-1.6	0.5
CC(=O)Nc1ccc(NC(=O)Cc2sc(-c3cccnc3)nc2-c2ccc(C)cc2)cc1	-16	0.1	3	1	9	-2.2	-6	-3	6	0.3	3.6
COc1ccc(OCC(=O)Nc2ccc3c(c2)nc(CCN2CCN(C)CC2)n3C)cc1	0	1.8	-11	0	-14	2.1	-5	-4	4	-3.0	-0.5
O=C(c1cc(S(=O)(=O)N2CCC3(CC2)OCCO3)ccc1F)N1CCCCC1	1	-6.4	-2	-1	18	2.8	-2	-8	-1	0.9	0.5
O=C(C[C@H]1C[C@H](C(=O)N2CCCCC2)[C@@]2(CCc3ccccc3)c3[nH]c4ccc(Cl)cc4c3CCN2C1=O)NCc1ccco1	-2	2.7	0	0	-9	-1.2	x	-4	2	1.2	0.5
Cc1cccc(C(=O)N[C@@H](C)C(=O)N2CCN(c3ncccn3)CC2)c1	-4	-0.8	6	0	-15	0.8	-18	1	6	-1.4	-2.2
Cc1ccc(-c2n[nH]c(Cc3ccccc3)n2)cc1	7	-0.7	-8	-5	-18	3.0	314	-2	-2	0.5	1.4
COc1ccccc1C(=O)Oc1cc(C)[nH]c(=O)c1[N+](=O)[O-]	-10	2.3	1	-1	5	2.0	-7	-5	1	1.0	2.5
CC(=O)Nc1c(O)nc(SC/C=C/CSc2nc(O)c(NC(C)=O)c(=O)[nH]2)[nH]c1=O	-6	1.3	2	0	-1	5.7	213	-7	0	-1.9	2.2
O=S(=O)(c1ccc2ccccc2c1)N1C=CC(C(F)(F)F)=NCC1	-4	-0.9	-3	0	6	1.2	90	-1	3	-3.4	0.1
